Assay outcomes (PubChem)
Luc counter: Counterscreen for Luciferase (Kinase-Glo TM) Inhibition; Luciferin 4-monooxygenase (Photuris pensylvanica), Q27757; Kinase-Glo luciferase, ATP luminescence, 8 min; Potency, µM (series often up to 38.3 µM), for inactives: top-dose activity change, negative = inhibition, usual class: inhibitors; actives 0.28% (n = 200,000); also: potency is read from the fitted curve at half-maximal effect; % is scaled to controls: 0 for no effect and ±100 for the full control effect; nearly all actives have a fitted effect of over 60% in size
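Kinase-Glo luciferase light output from ATP and luciferin was measured with 10 uM ATP, within the enzyme's linear range. Buffer: 50 mM imidazole pH 7.2, 50 mM KCl, 7 mM MgCl2, 0.01% Tween 20, 0.05% BSA; luminescence read after 8 min at ambient temperature.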
HTT ATP protect: qHTS Multiplex Assay to Identify Dual Action Probes in a Cell Model of Huntington: Cytoprotection (ATP) | actives 0.14% (n = 230,000) | Potency, µM (titrated, usually from 56.4 µM), for inactives: cytoprotection (ATP increase), usual class: activators | AID 1471, 2008 | PC12 HTT-Q103 induced, cytoprotection, ATP luminescence, 40 h;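 also: potency is read from the fitted curve at half-maximal effect; % of control where 0% means no effect; nearly all actives have a fitted effect of over 45% in size; toxic huntingtin expression switched on by the ecdysone agonist tebufenozide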
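Stable PC12 Q103-GFP cells in serum-supplemented, phenol red-free DMEM; induction by tebufenozide at 100 nM final; compound dose series; cell viability quantified luminescently from ATP.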
Lamin A splicing: qHTS Assay for Modulators of Lamin A Splicing; Potency, µM (titrated, usually from 46.1 µM), for the others: top-dose ratio change, negative = inhibition, actives largely listed as inhibitors; HeLa LMNA splicing GFP/RFP minigene ratio, 48 h; AID 1487, 2009; actives 0.01% (n = 200,000); active = well fitted inhibition curve with a large enough effect in the signal ratio, with a control signal flat, not every such curve was filed as active; inconclusive = small, poorly fitted or top-dose-only effect, or effect the other way, or a change in a side signal; the % refers to the signal ratio; also: potency is read from the fitted curve at half-maximal effect; % is scaled to controls: 0 for no effect and ±100 for the full control effect
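S3 HeLa cells stably expressing lamin A-EGFP splicing minigene plus DsRed2, 600 cells/well, 48 h compound exposure at 37C. Laser-scanning cytometry; analysed as GFP (500-530 nm)/RFP (575-640 nm) total intensity ratio; 0.5% DMSO vehicle.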
IMPase Li cell: qHTS Assay for Identifying the Cell-Membrane Permeable IMPase Inhibitors: Potentiation with Lithium; AID 1457, 2008; Potency, µM (titrated, usually from 59.4 µM), inactives show top-dose activity, negative = IMPase inhibition, actives largely listed as inhibitors; actives 0.35% (n = 210,000); CHO-M1 cells, IP1 TR-FRET (IP-One), carbachol + lithium;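 also: IP1 builds up when IMPase is blocked and the TR-FRET signal falls; potency is read from the fitted curve at half-maximal effect; plate controls were basal vehicle for no effect and high inhibitor control for full effect; nearly all actives have a fitted effect of over 50% in size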
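Steps: plate 2000 CHO-M1 cells per well and culture 16–30 h; add compound and lithium; incubate 30 min, 37C; add d2-IP1 tracer and Eu cryptate anti-IP1 antibody in lysis buffer; read after 10 min at room temperature.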
HTT aggregate: qHTS Multiplex Assay to Identify Dual Action Probes in a Cell Model of Huntington: Aggregate Formation (GFP); PC12 HttQ103-GFP aggregates, Acumen cytometry, 40 h; Potency, µM (series often up to 46.1 µM), without a hit: at the top dose activity change, negative = inhibition, actives largely listed as inhibitors; actives 1.1% (n = 220,000); also: potency is read from the fitted curve at half-maximal effect; % is scaled to controls: 0 for no effect and ±100 for the full control effect; nearly all actives have a fitted effect of over 60% in size
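Ecdysone-promoter PC12 model expressing HTT exon 1 Q103 fused to GFP, induced by tebufenozide at 100 nM final. Compounds titrated; aggregates sized 1–25 µm scored on a 488 nm laser cytometer.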
SMN2 splice enh: qHTS Assay for Enhancers of SMN2 Splice Variant Expression | HEK293 SMN2-luciferase splicing reporter, luminescence, 30-36 h | Potency, µM (highest dose often 46.1 µM), without a hit: at the highest dose activity change, positive = activation, most hits filed as activators | actives 2.8% (n = 210,000) | AID 1458, 2008; also: potency is read from the fitted curve at half-maximal effect; % of control where 0% means no effect; nearly all actives have a fitted effect of over 55% in size
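HEK293 cells carry an SMN2 […]–luciferase reporter in which exon 7 inclusion puts luciferase in frame. Cells were plated 10-12 h before compound addition, then incubated 30-36 h at 37C. ONE-Glo luminescence was read; sodium butyrate at 4.5 mM final served as control.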
CBFb-RUNX1 inh: qHTS Assay for Compounds Blocking the Interaction Between CBF-beta and RUNX1 for the Treatment of Acute Myeloid Leukemia; Runt-related transcription factor 1 (Homo sapiens) + Core-binding factor subunit beta …; AlphaScreen CBFb-His/RUNX1-biotin binding, biochemical; Potency, µM (highest dose often 59.8 µM), without a hit: at the highest dose activity, negative = inhibition, actives largely listed as inhibitors; 230,000 tested, under 10 active; also: % of control where 0% means no effect
Target sequence (Q01196 whole entry, looked up): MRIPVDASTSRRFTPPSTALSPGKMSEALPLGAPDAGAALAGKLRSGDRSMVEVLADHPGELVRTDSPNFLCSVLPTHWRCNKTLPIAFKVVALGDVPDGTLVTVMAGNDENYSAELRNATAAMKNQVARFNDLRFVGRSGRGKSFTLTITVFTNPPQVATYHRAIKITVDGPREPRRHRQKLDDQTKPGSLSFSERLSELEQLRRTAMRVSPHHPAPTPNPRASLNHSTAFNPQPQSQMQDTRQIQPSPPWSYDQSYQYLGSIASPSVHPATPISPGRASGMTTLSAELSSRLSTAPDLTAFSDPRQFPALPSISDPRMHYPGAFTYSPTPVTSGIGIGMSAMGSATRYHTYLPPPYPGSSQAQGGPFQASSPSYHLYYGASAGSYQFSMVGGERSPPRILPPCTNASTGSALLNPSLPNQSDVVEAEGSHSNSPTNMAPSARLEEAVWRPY
Target sequence (Q13951 whole entry, looked up): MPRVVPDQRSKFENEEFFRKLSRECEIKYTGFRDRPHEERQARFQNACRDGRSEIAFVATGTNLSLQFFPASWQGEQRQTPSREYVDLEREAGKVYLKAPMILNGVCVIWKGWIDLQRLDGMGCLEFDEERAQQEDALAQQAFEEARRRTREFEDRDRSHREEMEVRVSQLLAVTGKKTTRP
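Interaction loss through any mechanism counts as activity. Pre-formed complex of His-CBF-beta and biotin-RUNX1 (30 nM apiece) is incubated with compound 15 min, then with 50 ng nickel and 50 ng streptavidin beads for 90 min before AlphaScreen detection.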
Starred values were filed as active, the others as inactive; ? = inconclusive; nt = no result given; [ ] = dose if it differs, or a comment. Unless noted, calls follow the shape of the dose curve; as a rule, active = well fitted curve in the direction sought with a large enough effect; inconclusive = small, poorly fitted or top-dose-only effect, or another doubt; inactive = no such curve, though single readings can be large; an effect the other way counts as inactive or inconclusive.

SMILES | Luc counter | HTT ATP protect | Lamin A splicing | IMPase Li cell | HTT aggregate | SMN2 splice enh | CBFb-RUNX1 inh
CC(C)Cn1c(N2CCN(C(=O)/C=C/c3ccccc3)CC2)nc2ccccc21 | -2% | 21%[10 µM] | nt | 9% | 6%[9.22 µM] | nt | 3%
CCN(CC)C(=O)CSc1nc2nc(C)cc(C)c2c(=O)[nH]1 | 2% | -1% | 14% | 14%[38.3 µM] | -5% | 6% | 2%
Fc1ccc(Nc2nc(-c3cccnc3)nc3ccccc23)cc1 | -5% | -2% | -8% | 24% | nt | -26% | nt
COc1ccc(CNc2ccc(S(N)(=O)=O)cc2)cc1 | nt | 4%[10 µM] | -8% | nt | 14% | nt | -1%
COc1ccccc1OCC(O)Cn1c(Br)nc2c1c(=O)[nH]c(=O)n2C (stereo not given) | -3% | -33%[0.074 µM] | -6% | -7%[38.3 µM] | -7% | -7% | 2%
O=C(NC1CCCC1)C(c1ccccn1)N(C(=O)c1csnn1)C1CCCCC1 (stereo not given) | 3% | 7%[10 µM] | -4% | 11% | 18% | 17% | 1%
O=C(O)CCCN=Cc1c(O)c2ccccc2oc1=O | -16% | -71%[inhibitor] | nt | -13% | 1% | -36%[inhibitor] | 5%
Cc1cc(Cl)ccc1OCC(=O)NC1CCCC1 | 1% | 2%[10 µM] | ? | -8%[38.3 µM] | -10% | -76%[inhibitor] | 0%
Cc1cccc(NC(=O)c2cc3c(=O)n4ccccc4nc3n(CC(C)C)c2=N)c1 | 10% | -1% | ? | 5% | 0% | -35% | -6%
Cc1ccccc1NC(=O)c1ccc(F)c(S(=O)(=O)N2CCCCC2)c1 | -3% | 7% | nt | 6% | 6% | nt | 6%
COc1ccc(-n2cc(CNC(C)c3ccncn3)c(-c3cccc(F)c3)n2)cc1 (stereo not given) | -1% | -7%[10 µM] | ? | -7% | -3%[9.22 µM] | nt | -1%
Cc1nc(NC(=O)c2ccco2)sc1-c1csc(Nc2ccc(Cl)cc2)n1 | 1% | -68%[inhibitor] | ? | 5%[38.3 µM] | -19% | -27% | -12%
Cc1ccc(Cn2nnnc2CN2CCC(O)(c3ccc(F)cc3)CC2)cc1 | -3% | 17% | 3% | 5%[38.3 µM] | 12% | -8% | 3%
Cc1c(C#N)c2ncn(Cc3ccccc3)c(=O)c2n1-c1ccccc1 | -1% | -18% | 10% | 5%[38.3 µM] | 14% | 7% | 3%
O=C1c2ccccc2CN1CCNS(=O)(=O)c1ccc(Cl)cc1 | 1% | -10%[10 µM] | -4% | 19%[38.3 µM] | -9% | 4% | 2%
COc1ccc(/C(N)=N/OC(=O)CCCc2ccccc2)cc1 | -2% | -22%[0.074 µM] | -8% | 7% | -12% | 6% | ?
Cc1ccc(OCC(=O)O/N=C(\N)Cc2ccc([N+](=O)[O-])cc2)cc1C | nt | 15%[10 µM] | nt | nt | 21%[9.22 µM] | nt | 9%
C=C(C)C1Cc2cc3ccc(=O)oc3cc2O1 (stereo not given) | -2% | 10%[10 µM] | ? | -3% | 2% | -11%[1.84 µM] | -7%
Cc1ccc(-n2[nH]c(C)c(/C=N/c3ccccn3)c2=O)cc1 | -19% | -11%[0.074 µM] | 5% | -2%[38.3 µM] | -10% | -5% | -1%
CCNC(=O)NC(=O)C(C)Sc1ccc2c(c1)OCCO2 (stereo not given) | -2% | 0% | -6% | 12%[38.3 µM] | 18% | -11% | 1%

Retrieved by compound from the entries so far, three records:
SMILES | Luc counter | HTT ATP protect | Lamin A splicing | IMPase Li cell | HTT aggregate | SMN2 splice enh | CBFb-RUNX1 inh
C=C(C)C1Cc2cc3ccc(=O)oc3cc2O1 (stereo not given) | -2% | 10%[10 µM] | ? | -3% | 2% | -11%[1.84 µM] | -7%
Cc1ccc(Cn2nnnc2CN2CCC(O)(c3ccc(F)cc3)CC2)cc1 | -3% | 17% | 3% | 5%[38.3 µM] | 12% | -8% | 3%
COc1ccccc1OCC(O)Cn1c(Br)nc2c1c(=O)[nH]c(=O)n2C (stereo not given) | -3% | -33%[0.074 µM] | -6% | -7%[38.3 µM] | -7% | -7% | 2%

More entries
SMILES | Luc counter | HTT ATP protect | Lamin A splicing | IMPase Li cell | HTT aggregate | SMN2 splice enh | CBFb-RUNX1 inh
O=C(c1cc([N+](=O)[O-])ccc1N1CCN(S(=O)(=O)c2ccc(Cl)c(Cl)c2)CC1)N1CCOCC1 | 1% | 4%[10 µM] | -10% | 14% | -10% | -1% | -7%
COCCNc1nc(Cl)c(C#N)s1 | -1% | -3% | nt | -6% | -6% | -19% | -7%
O=C(CSc1nnc(-c2ccc([N+](=O)[O-])cc2)o1)Nc1ccccn1 | -1% | nt | -1%[46 µM] | -6% | nt | 3.2µM* | 6%
Cc1ccc(CNC(=O)CO/N=C/c2ccc(C(C)(C)C)cc2)cc1 | -1% | 4%[10 µM] | ? | 14% | -9% | -16% | -4%
Clc1ccccc1Cc1noc(CN2CCCCC2c2ccccn2)n1 (stereo not given) | -1% | 33%[10 µM] | ? | 11% | -4%[9.22 µM] | nt | -6%
O=C(Nc1cccc2ncccc12)c1cc2ccccc2o1 | -4% | -19%[0.074 µM] | -13% | -9%[38.3 µM] | 0% | -8% | 1%
O=S(=O)(c1ccccc1)N1CCN(c2nc3ccccc3s2)CC1 | 3% | 17% | 5% | 11µM* | 6% | -4% | -4%
CCC1=C2CC[C@H]3C(=O)N(c4ccccc4)C(=O)[C@H]3[C@H]2[C@@]2(Cc3ccccc3)C(=O)N(CC(=O)OC)C(=O)N2C1=O | -5% | -29% | nt | -8% | nt | 8% | 3%
CCCCC(CCC(=O)Nc1ccn(-c2ccccc2)n1)C(=O)O (stereo not given) | nt | 11%[10 µM] | nt | nt | 7%[9.22 µM] | nt | 8%
COc1ccccc1N1CCN(C(=O)C2CCN(S(=O)(=O)c3ccccc3)CC2)CC1 | 1% | 14% | -6% | -3%[38.3 µM] | 18% | -11% | -2%
COc1ccc(NC(=O)c2cccc(S(=O)(=O)N(C)c3ccccc3)c2)cn1 | 0% | 16%[10 µM] | ? | -4% | -7% | -24% | -7%
CCOC(=O)c1c(N/N=C/c2cccnc2)n[nH]c1C | nt | -2%[10 µM] | nt | nt | 16%[9.22 µM] | nt | 4%
CCc1ccc2oc(=O)cc(CN3CCN(c4ccc(F)cc4)CC3)c2c1 | -1% | -23% | ? | 1%[38.3 µM] | 1% | -38%[inhibitor] | -1%
COc1ccc(NC(=O)c2c(C)noc2-c2snnc2C)cc1 | nt | 3%[10 µM] | nt | nt | 0%[9.22 µM] | nt | -1%
CCN(CC)CC(=O)Nc1ccc2c(c1)Nc1ccccc1CC2 | 0% | -46%[inhibitor][0.074 µM] | ? | -4%[38.3 µM] | -1% | -2% | -15%
COc1ccccc1C(=O)Nc1ccc(Cc2ccncc2)cc1 | 1% | 27%[10 µM] | -15% | 2% | -2% | -39%[inhibitor] | 2%
CCN1CCN(S(=O)(=O)c2ccc(Cl)c(C(=O)NC(C)(C)C)c2)CC1 | 1% | nt | nt | 2% | 28% | 9% | -5%
Cn1nc2c(c1C(=O)O)CCCC2 | -1% | 19%[1.9 µM] | -5% | 5% | -22% | -11% | 3%
CCN(CC(=O)NC1CCS(=O)(=O)C1)C(=O)C(c1ccccc1)c1ccccc1 (stereo not given) | 3% | 3%[0.074 µM] | 13% | -3%[38.3 µM] | -5% | -17% | 4%
CSCCC(NS(=O)(=O)c1ccccc1F)C(=O)OCc1ccccc1Cl (stereo not given) | -1% | 13%[0.074 µM] | ? | 2% | -12% | -9% | 3%
C/C(=N\NC(=O)c1cccc(N/N=C(\C)c2ccc([N+](=O)[O-])cc2)c1)c1ccc([N+](=O)[O-])cc1 | nt | 6%[10 µM] | nt | nt | 14%[9.22 µM] | nt | 3%
COc1ccc(NC(=O)C2CC(=O)OC2(C)C)cc1 (stereo not given) | 5% | 0%[10 µM] | 1% | 15%[38.3 µM] | -7% | -7% | -2%
C/C(=N\NC(=O)C1CC1)c1ccc2c(c1)OCCO2 | 1% | -46%[inhibitor] | nt | -6% | -6% | 54% | 1%
CCCOc1cccc(C(=O)Nc2ccc(Br)cc2F)c1 | -2% | 5%[0.074 µM] | 8% | 10% | -5% | 13µM* | 9%
CCOC(=O)c1ccc(N2CN(C3CCCCC3)CNC2=S)cc1 | 2% | 13%[10 µM] | 7% | 2% | 30% | -5% | 2%
COC(=O)CSc1nnc(CNC(=O)c2cccs2)n1-c1cccc(C)c1 | -4% | -1% | 2% | -21%[38.3 µM] | 13% | -8% | 4%
O=C1NC(NS(=O)(=O)c2ccccc2)(C(F)(F)F)C(=O)N1Cc1cccnc1 (stereo not given) | nt | 0% | ? | nt | 17% | nt | -2%
O=C1NC2=C(CCc3ccccc32)C(c2ccc(Br)cc2)N1 (stereo not given) | 20% | -19% | 8% | 34%[activator][38.3 µM] | 2% | -35% | 3%
CC(S)C(=O)NCC(=O)O (stereo not given) | 3%[39.9 µM] | -41% | ? | 4% | -8% | nt | 1%
CCSc1nnc(-c2cccc(S(=O)(=O)N(C)C)c2)n1-c1cc(OC)ccc1OC | -1% | -11% | 0% | -3%[38.3 µM] | 0% | -3% | 3%
CCOCCn1c(SCC(=O)OCc2ccccc2)nc2c1c(=O)[nH]c(=O)n2C | nt | 16%[10 µM] | nt | nt | 2%[9.22 µM] | nt | 7%
CC(=O)Nc1c(I)cc(I)c(C(=O)O)c1I | -1% | -29% | -7% | 8% | 18% | -8% | 2%
O=C(COC(=O)c1cccs1)NCC1CCCO1 (stereo not given) | -2% | 8%[10 µM] | 5% | -18%[38.3 µM] | 25% | 3% | 0%
COc1ccc(CCn2c(C3CCCCC3)nc3c(c(=O)c4ccccc4n3C)c2=O)cc1OC | nt | 2%[10 µM] | nt | nt | 8%[9.22 µM] | nt | 7%
O=C(NNC(=O)c1ccc(NC(=O)c2ccccc2)cc1)Nc1ccccc1 | -4% | nt | nt | -8% | nt | -1% | 0%

Outcome played no part in choosing rows; overall some 4% were active at least once.
